L3MBTL1 block: L3MBTL1 (human) inhibition | Q9Y468 | AlphaScreen L3MBTL1–H3K9me1 peptide binding | Potency, µM (doses to about 57.1 µM), for the others: top-dose activity, negative = inhibition, usual class: inhibitors | 230,000 tested, 0.66% active; also: % is scaled to controls: 0 for no effect and ±100 for the full control effect; nearly all actives have a fitted effect of over 60% in size
Target sequence (Q9Y468 whole entry, looked up): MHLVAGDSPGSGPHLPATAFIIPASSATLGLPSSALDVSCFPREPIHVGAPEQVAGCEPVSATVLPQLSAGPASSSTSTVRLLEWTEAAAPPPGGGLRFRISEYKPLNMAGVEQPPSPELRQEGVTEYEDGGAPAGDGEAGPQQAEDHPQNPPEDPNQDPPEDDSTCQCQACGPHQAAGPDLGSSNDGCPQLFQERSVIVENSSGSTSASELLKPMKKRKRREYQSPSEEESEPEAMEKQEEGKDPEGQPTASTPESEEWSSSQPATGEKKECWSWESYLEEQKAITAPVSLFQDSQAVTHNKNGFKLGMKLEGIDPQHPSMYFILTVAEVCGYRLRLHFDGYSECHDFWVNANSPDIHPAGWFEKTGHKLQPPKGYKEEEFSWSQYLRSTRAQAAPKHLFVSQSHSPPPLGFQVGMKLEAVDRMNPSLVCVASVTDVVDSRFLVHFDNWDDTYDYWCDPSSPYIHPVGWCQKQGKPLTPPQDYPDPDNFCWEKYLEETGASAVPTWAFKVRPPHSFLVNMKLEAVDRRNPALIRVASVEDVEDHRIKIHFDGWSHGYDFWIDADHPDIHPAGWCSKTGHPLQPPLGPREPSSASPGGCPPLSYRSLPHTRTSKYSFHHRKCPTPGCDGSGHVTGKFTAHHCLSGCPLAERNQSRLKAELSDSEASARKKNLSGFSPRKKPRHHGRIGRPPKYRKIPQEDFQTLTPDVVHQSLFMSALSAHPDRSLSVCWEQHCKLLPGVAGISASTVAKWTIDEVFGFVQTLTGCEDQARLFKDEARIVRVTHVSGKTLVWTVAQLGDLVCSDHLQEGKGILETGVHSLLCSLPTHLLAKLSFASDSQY
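L3MBTL1 50 nM + b-AHA-H3(1-15)K9me1 75 nM, 30 min RT; compound added, 30 min RT; streptavidin donor/Ni-chelate acceptor beads 10 ug/mL each final, 30 min RT dark; AlphaScreen read.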
HTT cytoprotect: protects HTT-Q103 PC12 cells, measured by ATP; Potency, µM (top dose mostly 56.4 µM), without a hit: cytoprotection (ATP increase), most hits filed as activators; 230,000 tested, 0.14% active; AID 1471; PC12 HTT-Q103 induced, cytoprotection, ATP luminescence, 40 h;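 also: % of control where 0% means no effect; nearly all actives have a fitted effect of over 45% in size; toxic huntingtin expression switched on by the ecdysone agonist tebufenozide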
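Rat PC12, Q103 Htt exon1-GFP fusion, ecdysone promoter; tebufenozide inducer 100 nM final; compound titration; qHTS, 1500 cells/well; ATPlite luminescent read.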
TRb SRC2 PPI: inhibitors of human thyroid hormone receptor beta-SRC2 interaction | 280,000 tested, 0.065% active | Potency, µM (doses to about 106 µM), for the others: at the highest dose activity change, negative = inhibition, hits mostly inhibitors | TRbeta-SRC2 peptide binding, fluorescence polarization; receptor liganded with 1 µM T3 | P10828;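 also: plate controls were bound peptide for no effect and peptide without receptor for full effect; nearly all actives have a fitted effect of over 50% in size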
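Human TRb ligand-binding domain (0.6 uM) is mixed with 20 nM Texas Red SRC2 peptide and 1 uM T3; after compound addition and 5 hr at ambient temperature, polarization is measured and normalized to unbound and bound controls.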
RECQ1 helicase: inhibitors of human RECQ1 DNA helicase | P46063 | RECQ1 DNA unwinding, red fluorescence kinetic read | Potency, µM (top dose mostly 57.3 µM), without a hit: at the top dose activity, negative = inhibition, hits mostly inhibitors | 240,000 tested, 0.54% active | AID 2549;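 also: plate controls were vehicle for no effect and no enzyme for full effect; nearly all actives have a fitted effect of over 30% in size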
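50 nM RECQ1T1 preincubated 15 min with compound in Tris pH 8.0 buffer with MgCl2, DTT, Tween-20 and 2.5 ug/ml poly(dI-dC); started with 200 nM TAMRA/BHQ-2 forked duplex and 2 mM ATP. Unwinding read as fluorescence (525/598 nm), two reads 2 h apart.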
Tau fibril ThT: blocks human tau fibril formation measured by thioflavin T | P10636 | recombinant tau K18 P301L, heparin-induced fibrillization, ThT fluorescence | Potency, µM (top dose mostly 57.4 µM), without a hit: top-dose activity, negative = inhibition, actives largely listed as inhibitors | 270,000 tested, 2.1% active | AID 1460; also: % is scaled to controls: 0 for no effect and ±100 for the full control effect; nearly all actives have a fitted effect of over 55% in size
Target sequence (P10636 561-689 P618L limits assumed): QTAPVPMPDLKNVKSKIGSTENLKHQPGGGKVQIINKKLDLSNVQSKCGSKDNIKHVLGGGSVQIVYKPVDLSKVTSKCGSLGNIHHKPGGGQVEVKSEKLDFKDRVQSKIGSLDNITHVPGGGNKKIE
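ThT emission at 510 nm, taken 1 hr after adding 30 uM dye, quantifies aggregates formed when 20 uM heparin acts on human tau K18 P301L for 6 hr at 37 C.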
TexasRed fluor: counter-screen for TRb-SRC2 inhibitors: fluorescence interference; TRb/SRC2 Texas Red total fluorescence interference; Potency, µM (highest dose often 106 µM), inactives show top-dose fluorescence change, negative = quenching; 280,000 tested, 0.29% active; active = well fitted curve in either direction with a large enough effect; inconclusive = small, poorly fitted or top-dose-only effect; also: % is scaled to controls: 0 for no effect and ±100 for the full control effect
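Human TRb ligand-binding domain at 0.6 uM with 20 nM Texas Red SRC2 peptide in Tris buffer containing 1 uM T3 and 5% DMSO, incubated with compound 5 h at ambient temperature. Total fluorescence (555/632 nm) calculated as parallel + 2 × perpendicular.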
Tau FP inhib: blocks human tau fibril formation measured by polarization; 280,000 tested, 0.39% active; K18 P301L tau heparin fibrillization, Alexa594 FP, 6 h; Potency, µM (doses to about 57.7 µM), for inactives: at the highest dose activity, negative = inhibition, actives largely listed as inhibitors; AID 1468; also: % is scaled to controls: 0 for no effect and ±100 for the full control effect; nearly all actives have a fitted effect of over 55% in size
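Steps: dispense K18 P301L tau (15 uM plus 0.24 uM Alexa 594 tracer, final) in pH 7 sodium acetate; add compound; add heparin (20 uM final); incubate 6 hr, 37 C; add ThT (30 uM final); after 1 hr ambient, read FP.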
Tau fluor cs: counter-screen for tau fibril formation inhibitors; tau K18 P301L Alexa594 fluorescence, heparin fibrillization; Potency, µM (top dose mostly 57.7 µM), inactives show at the top dose activity change, negative = decrease; 280,000 tested, 0.93% active; also: % is scaled to controls: 0 for no effect and ±100 for the full control effect; nearly all actives have a fitted effect of over 55% in size
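Human tau K18 P301L (15 uM unlabeled, 0.24 uM Alexa 594-labeled) in 100 mM sodium acetate pH 7 with 20 uM heparin, 6 hr at 37 C. ThT 30 uM added, 1 hr ambient; Alexa 594 FP and total fluorescence read at 555/632 nm.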
An asterisk follows results filed as active; i = inactive; ? = inconclusive; nt = not tested or not shown; & = joins results of further samples; [ ] = remark or other dose. Unless noted, calls follow the shape of the dose curve; as a rule, active = well fitted curve in the direction sought with a large enough effect; inconclusive = small, poorly fitted or top-dose-only effect, or another doubt; inactive = no such curve, though single readings can be large; an effect the other way counts as inactive or inconclusive. Potency is read from the fitted curve at half-maximal effect.

No.	structure	L3MBTL1 block	HTT cytoprotect	TRb SRC2 PPI	RECQ1 helicase	Tau fibril ThT	TexasRed fluor	Tau FP inhib	Tau fluor cs
1	CCN(CC)S(=O)(=O)c1cccc(C(=O)N/N=C/c2ccc([N+](=O)[O-])o2)c1	-10%	-93%[inhibitor]	1%	i	?	-1%	2%	-24%
2	O=C(Cn1cc(C(F)(F)F)ccc1=O)N/N=C/c1cccc(Cl)c1	6%	-10%[10 µM]	6%	-3%	6%	0%	-4%	-2%
3	COc1ccc(S(=O)(=O)Nc2ccccc2)cc1OC	7%	-6%	-7%	-1%	-9%	-2%	2%	-14%
4	Cc1cccc(NC(=O)COC(=O)CCCC2=NS(=O)(=O)c3ccccc3N2)c1	nt	nt	-2%	nt	4%	-3%	-5%	-11%
5	CCOC(=O)c1ccc(N2C(=O)c3n[nH]c(C)c3C2c2ccc(C(C)C)cc2)cc1 (stereo unspecified)	nt	nt	-3%	nt	3%	-2%	-8%	-6%
6	COc1ccc(OCCn2c(=O)sc3ccccc32)cc1	18%	nt	-6%	6%	-15%	-4%	-3%	-22%
7	COc1ccccc1/C=C(/C(=O)OCC(N)=O)c1ccccc1	-5%	nt	-6%	i	-11%	1%	5%	-9%
8	O=C(NCc1cccnc1)c1nc(-c2cccs2)no1	2%	-12%	-1%	i	?	-1%	1%	4%

Overlap with the part before: 2 entries, followed by the next part.
No.	structure	L3MBTL1 block	HTT cytoprotect	TRb SRC2 PPI	RECQ1 helicase	Tau fibril ThT	TexasRed fluor	Tau FP inhib	Tau fluor cs
7	COc1ccccc1/C=C(/C(=O)OCC(N)=O)c1ccccc1	-5%	nt	-6%	i	-11%	1%	5%	-9%
8	O=C(NCc1cccnc1)c1nc(-c2cccs2)no1	2%	-12%	-1%	i	?	-1%	1%	4%
9	CCOC(=O)N1CCN(C(=O)c2ccccc2N(C)S(C)(=O)=O)CC1	3%	11%[1.9 µM]	6%	-4%	2%	0%	-4%	4%
10	COc1ccc2c(C)cc(SCC(=O)N(C)C3CCS(=O)(=O)C3)nc2c1 (stereo unspecified)	-14%	-44%[inhibitor]	-7%	-16%	0%	-2%	5%	-10%
11	Cc1cn2c(=O)cc(COC(=O)c3cccc(NC(=O)c4ccc(C(C)(C)C)cc4)c3)nc2s1	nt	nt	0%	nt	1%	-1%	8%	-17%
12	O=C(/C=C/c1ccc2c(c1)OCO2)Nc1cc(S(=O)(=O)N2CCOCC2)ccc1N1CCOCC1	-5%	8%[10 µM]	5%	1%	-10%	-1%	-1%	-6%
13	N#CC1=C(SCc2ccccc2)NC(=O)CC1c1ccco1 (stereo unspecified)	?	-4%	-5%	-3%	?	-2%	-13%	-15%
14	Cc1oc(-c2ccccc2)cc1C(=O)NC(Cc1c[nH]c2ccccc12)C(=O)O (stereo unspecified)	-9%	26%[10 µM]	-4%	-6%	?	0%	7%	-13%
15	CC1(C)CC(=O)C2=C(C1)NC(=S)C(C#N)C21CCCCC1 (stereo unspecified)	nt	-12%[10 µM]	5%	-5%	nt	0%	?	?
16	O=C(NCCO)c1nc2ccccc2s1	7%	-1%[10 µM]	-4%	i	-5%	0%	0%	0%
17	COC(=O)c1ccc(NC(=O)c2nn(C)c3c2CS(=O)(=O)c2ccccc2-3)cc1	nt	nt	-1%	nt	9%	-8%	1%	-2%
18	COc1ccccc1C(=O)Nc1cccc(OCc2cc(=O)n3c(C)csc3n2)c1	nt	nt	-10%	nt	?	3%	-6%	-17%
19	COc1ccc(-c2nc3ccccc3n2Cc2ccc(C)cc2)cc1	nt	-74%[inhibitor]	-14%	0%	-17%	-1%	0%	-8%
20	Cc1cccc(C)c1OCc1nc2c3cnn(-c4ccccc4Br)c3ncn2n1	nt	nt	-10%	nt	-13%	-57%	-10%	-12%
21	COc1ccc2c(Sc3ccccc3)c(C(=O)NCc3cccc(OC)c3OC)[nH]c2c1	nt	nt	0%	nt	3%	-1%	-3%	-13%
22	CCOC(=O)c1ccc([N+](=O)[O-])cc1NC(C)=O	-3%	8%[10 µM]	-2%	-2%	-4%	-1%	-3%	3%
23	Cc1ccc2sc(N(CCCN(C)C)C(=O)c3ccc(S(=O)(=O)N(C)C)cc3)nc2c1C	nt	-39%[inhibitor]	-5%	0%	1%	-2%	5%	-13%
24	CCN(CC)CCNC(=O)c1ccc2c(=O)n3nc(Nc4ccccc4OC)sc3nc2c1	nt	nt	4%	nt	?	-2%	-14%	-24%
25	Cc1cccc(NC(=O)c2cc([N+](=O)[O-])ccc2Cl)c1O	-6%	9%[10 µM]	-4%	i	?	-4%	2%	-24%
26	CCOc1ccccc1NC(=O)C(CC(C)C)NS(=O)(=O)c1ccc2c(c1)oc(=O)n2C (stereo unspecified)	nt	nt	3%	nt	5%	0%	-10%	6%
27	CC1N/C(=C\C(=O)c2ccccc2)N(O)C1(C)C (stereo unspecified)	2%	-130%[inhibitor][0.074 µM]	7%	i	-2%	3%	7%	7%
28	O=C(N=Nc1c(O)[nH]c2ccc([N+](=O)[O-])cc12)c1ccccc1[N+](=O)[O-]	-13%	13%[10 µM]	2%	-5%	?	0%	5%	?
29	CCOC(=O)c1ccc(N2CCN(c3ccc(F)cc3)CC2)c(NC(=O)Nc2cccc(OC)c2)c1	7%	0%[10 µM]	-2%&-4%	-4%	-11%&-16%	-3%&1%	-7%&-4%	?
30	CCN(CC)CCCNC(=O)CSc1nc2nc(C)c(Cc3c(F)cccc3Cl)c(C)n2n1	nt	nt	-6%	nt	-16%	0%	-6%	-16%
31	CCN1CCc2c(C#N)c(N3CCOCC3)nc(N3CCOCC3)c2C1	nt	0%	1%	-10%	-4%	2%	0%	-6%
32	CC(=O)OC[C@@H]1O[C@@H](O/N=C2/C[C@@H](O)[C@@H](O)[C@@H]3[C@@H]4C(=O)N(C[C@@H]5CCCO5)C(=O)[C@H]4CC[C@@H]23)[C@H](OC(C)=O)[C@H](OC(C)=O)[C@@H]1OC(C)=O	nt	-2%[10 µM]	3%[11.2 µM]	-2%[11.5 µM]	-7%[11.5 µM]	3%[11.2 µM]	-2%[11.6 µM]	-8%[11.6 µM]
33	COc1cc(C(=O)N2CCC(c3nc4ccccc4s3)CC2)cc(OC)c1OC	nt	nt	6%	nt	-2%	-12%	6%	-3%
34	COc1ccc(C=NC(CO)C(O)c2ccc([N+](=O)[O-])cc2)cc1 (stereo unspecified)	1%	10%	3%	-2%	3%	1%	6%	-3%
35	CCN(CC)CCN1c2ccccc2Sc2ccc3ccccc3c21	-12%	-10%&-15%[10 µM]	6%	-7%	?	-1%	2%	?
36	CCN(c1ccccc1C)S(=O)(=O)c1nnc(NC(=O)c2ccccc2C)s1	nt	nt	-2%	nt	?	7%	?	?
37	O=C(Nc1nnc(C2CCCCC2)s1)c1ccc(Br)s1	nt	-13%	-8%	i	-10%	0%	-5%	-10%
38	CCOC(=O)c1ccccc1NC(=O)CSc1nnc(Cc2cccn2C)n1-c1ccc(C)cc1	-7%	-1%	-6%	-5%	?	2%	-6%	-14%
39	CCOC(=O)c1sc2ccccc2c1S(=O)(=O)Nc1cc(OC)ccc1OC	nt	nt	-5%	nt	-10%	-1%	-14%	?
40	CCc1c(C)sc(NC(=O)c2cc(-c3ccc(OC)c(OC)c3)on2)c1C#N	8%	-10%	-9%&-26%	5%	?	7%&0%	-17%&-2%	-5%&-7%
41	CCN(CC)CCn1c(OC)cc(=O)[nH]c1=O	-2%	8%[0.074 µM]	-19%	i	-8%	-2%	-15%	8%
42	Cn1c(=O)c2c(ncn2CC(=O)Nc2ccc(Cl)cc2Cl)n(C)c1=O	-15%[11.4 µM]	-2%	-9%	4%	-11%	1%	2%	0%
43	CCSc1nnc(-c2cccnc2)n1-c1ccc(C)c(Cl)c1	nt	-1%[10 µM]	-2%	-6%	-7%	-5%	5%	-3%

In the list so far, eight have a halogen.
No.	structure	L3MBTL1 block	HTT cytoprotect	TRb SRC2 PPI	RECQ1 helicase	Tau fibril ThT	TexasRed fluor	Tau FP inhib	Tau fluor cs
2	O=C(Cn1cc(C(F)(F)F)ccc1=O)N/N=C/c1cccc(Cl)c1	6%	-10%[10 µM]	6%	-3%	6%	0%	-4%	-2%
20	Cc1cccc(C)c1OCc1nc2c3cnn(-c4ccccc4Br)c3ncn2n1	nt	nt	-10%	nt	-13%	-57%	-10%	-12%
25	Cc1cccc(NC(=O)c2cc([N+](=O)[O-])ccc2Cl)c1O	-6%	9%[10 µM]	-4%	i	?	-4%	2%	-24%
29	CCOC(=O)c1ccc(N2CCN(c3ccc(F)cc3)CC2)c(NC(=O)Nc2cccc(OC)c2)c1	7%	0%[10 µM]	-2%&-4%	-4%	-11%&-16%	-3%&1%	-7%&-4%	?
30	CCN(CC)CCCNC(=O)CSc1nc2nc(C)c(Cc3c(F)cccc3Cl)c(C)n2n1	nt	nt	-6%	nt	-16%	0%	-6%	-16%
37	O=C(Nc1nnc(C2CCCCC2)s1)c1ccc(Br)s1	nt	-13%	-8%	i	-10%	0%	-5%	-10%
42	Cn1c(=O)c2c(ncn2CC(=O)Nc2ccc(Cl)cc2Cl)n(C)c1=O	-15%[11.4 µM]	-2%	-9%	4%	-11%	1%	2%	0%
43	CCSc1nnc(-c2cccnc2)n1-c1ccc(C)c(Cl)c1	nt	-1%[10 µM]	-2%	-6%	-7%	-5%	5%	-3%

From PubChem BioAssay

Not all compounds are listed. The share of hits here may be higher or lower than overall.
